# Bioassay records (PubChem)
# MITF act: increases MITF-driven TRPM1 promoter luciferase signal. AID 588334. activation, % at 12.5 µM. 0.75% of 300,000 active. SK-MEL-5 TRPM1-promoter luciferase, 24 h; % of positive control, neutral wells = 0;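 active = mean activation of at least 80% with every replicate also reaching 80%; inconclusive = mean reaches 80% but some replicate falls short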;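 note: 0% = neutral control wells and 100% = parthenolide positive control wells; values of inactives mirror those of a sister screen read the other way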
# SR-BI DiI-HDL act: enhances SR-BI lipid uptake from DiI-HDL. CHO ldlA[mSR-BI] cells, DiI-HDL uptake fluorescence, 3 h; 100 = double the neutral-control signal. activation, % at 12.5 µM. 0.096% of 320,000 active. AID 504775;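 active = mean replicate activation of at least 60% and every replicate at or above 60%; inconclusive = mean or all-replicate condition met, but not both; inactive = mean below 60% and not all replicates reaching 60%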;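 note: 0% = median plate neutral-control signal and 100% = twice that signal; values of inactives mirror those of a sister screen read the other way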
#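 material = CHO ldlA[mSR-BI] cells | medium = Ham's F12 with 0.5% BSA, HEPES 25 mM, pH 7.4 | reagent = fluorescent DiI-HDL, 10 µg/mL final | compound dosing = single-point compound dose | incubation = 3 h, 37 °C | measured by = bottom-read fluorescence, 550/595 nm | measure = HDL uptake via cellular fluorescence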
# Wnt bcat act: activators of Wnt/beta-catenin signaling; Wnt/beta-catenin reporter cell assay, activator, plate reader; activation, % at 9.35 µM; 1.2% of 300,000 active; AID 743398; in the data active = activation above about 30%, passing the limit was not always enough; inconclusive = no clear call, values can overlap the other calls;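 note: 0% = neutral control wells and 100% = positive control wells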
# cardiac RTF act: increases calcium sensitivity of human cardiac regulated thin filaments; P19429+P45379; IANBD-labeled TnC RTF fluorescence at EC20 calcium; 0% EC20 calcium, 100% full calcium; activation, % at 7.2 µM; 0.24% of 340,000 active; AID 493008;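 active = activation above the mean over all tested compounds plus 3 SD, cut at about 30% in these data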;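 note: rise in fluorescence read as greater calcium sensitivity of cardiac thin filaments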
# CDK5 inh: inhibitors of human CDK5/p35 kinase. Q00535+Q15078. Recombinant CDK5/p35, ADP-Glo luminescence, 60 min. inhibition, % at 10 µM. 0.01% of 330,000 active;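 active = highest replicate inhibition of at least 50% and at least 75% of replicates reaching 50%; inconclusive = only one of the two criteria met; inactive = both criteria failed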;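 note: plate controls were DMSO neutral control for no effect and GW8510 at 10 µM for full effect; many of its hits are not listed in these tables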
# HTR5A ag: counter-screen for OPRM1-OPRD1 agonists: human HTR5A agonism; HTR5A agonist assay, luminescence, cell-based; activation, % at 9.3 µM; 0.61% of 340,000 active; AID 504692; in the data active = activation mostly above about 9.5%, no sharp cut-off; inactive = mostly below about 7.6%;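 note: 0% = cells with vehicle only and 100% = reference agonist; strong numbers were not always called active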
# Target sequence (P47898 whole entry, looked up): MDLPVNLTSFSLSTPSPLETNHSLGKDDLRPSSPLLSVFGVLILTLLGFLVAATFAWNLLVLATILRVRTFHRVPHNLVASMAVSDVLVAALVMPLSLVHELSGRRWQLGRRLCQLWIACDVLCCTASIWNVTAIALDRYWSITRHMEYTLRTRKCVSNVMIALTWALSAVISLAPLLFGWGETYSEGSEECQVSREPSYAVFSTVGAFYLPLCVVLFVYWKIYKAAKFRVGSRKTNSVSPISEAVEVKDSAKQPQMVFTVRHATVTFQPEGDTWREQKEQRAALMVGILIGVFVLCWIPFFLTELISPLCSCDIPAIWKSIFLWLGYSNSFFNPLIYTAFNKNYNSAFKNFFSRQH
# SR-BI HDL uptake: mouse SR-BI HDL lipid transfer inhibition | Q61009 | inhibition, % at 12.5 µM | AID 488896 | ldlA[mSR-BI] CHO cells, DiI-HDL uptake fluorescence, 3 h | 0.96% of 320,000 active;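 active = mean replicate inhibition of at least 70% and a set share of replicates each scoring 70 or more; inconclusive = meets just one of the two criteria; inactive = fails both criteria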;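 note: 0% = median of neutral control wells and 100% = median of positive control wells; values of inactives mirror those of a sister screen read the other way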
# Target sequence (Q61009 whole entry, looked up): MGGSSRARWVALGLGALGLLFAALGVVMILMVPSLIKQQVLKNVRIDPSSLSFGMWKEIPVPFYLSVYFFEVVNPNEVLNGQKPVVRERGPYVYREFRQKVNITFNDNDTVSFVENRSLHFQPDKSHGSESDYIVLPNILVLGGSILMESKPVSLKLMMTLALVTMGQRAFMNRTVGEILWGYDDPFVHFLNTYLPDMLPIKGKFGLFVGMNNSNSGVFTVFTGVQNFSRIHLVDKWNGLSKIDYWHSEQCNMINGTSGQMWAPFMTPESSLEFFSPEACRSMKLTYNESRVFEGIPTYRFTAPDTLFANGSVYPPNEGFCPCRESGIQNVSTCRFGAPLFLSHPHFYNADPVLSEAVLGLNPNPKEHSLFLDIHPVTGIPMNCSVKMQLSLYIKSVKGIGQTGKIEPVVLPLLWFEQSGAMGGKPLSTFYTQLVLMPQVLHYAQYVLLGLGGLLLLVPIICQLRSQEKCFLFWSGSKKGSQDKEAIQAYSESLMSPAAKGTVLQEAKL
# dFosB activator: activators of mouse delta FosB homodimer; purified delta FosB, TAMRA-CDK5 oligo fluorescence polarization; percent of positive-control signal above neutral wells; activation, % at 25 µM; 0.99% of 340,000 active; AID 493131;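 active = mean activation above about 17%, with every replicate also reaching it, limit read from the data, passing the limit was not always enough; inconclusive = only one of the two conditions met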;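 note: fluorescence polarization rise as delta FosB binds a TAMRA Cdk5 AP-1 oligo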
# Rtt109 HAT inh: inhibitors of Candida albicans Rtt109/Vps75 histone acetyltransferase; 0.16% of 330,000 active; purified Rtt109/Vps75, ThioGlo CoA-SH fluorescence, 4 h; AID 540336; inhibition, % at 34.9 µM; Q5AAJ8;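 active = inhibition of at least 50% in every replicate; inconclusive = best replicate reaches 50% inhibition but some replicates fall short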
# PvdQ inh: blocks Pseudomonas aeruginosa PvdQ acylase activity | purified PvdQ acylase, fluorescence plate reader | inhibition, % at 10 µM | 0.063% of 340,000 active; in the data active = inhibition above about 30%, passing the limit was not always enough; inconclusive = no clear call, values can overlap the other calls;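 note: 0% = vehicle neutral wells and 100% = reference inhibitor wells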
# * marks the source's active call; other numbers are inactive results; ? = inconclusive; . = no result given.
# The line under a structure holds: MITF act	SR-BI DiI-HDL act	Wnt bcat act	cardiac RTF act	CDK5 inh	HTR5A ag	SR-BI HDL uptake	dFosB activator	Rtt109 HAT inh	PvdQ inh
- COc1cccc(-c2nnc(SCC(=O)OC(C)C)n2Cc2ccco2)c1
→ -1	3	.	-2	-0.5	-2	-3	-1	11	12
- Cc1cc(C)cc(NC(=O)Cn2c(=O)oc3cc(S(=O)(=O)N4CCC(C)CC4)ccc32)c1
→ .	-17	-14	8	0.2	0	17	?	1	-8
- O=C(O)c1ccc(NC(=O)C2CC=CCC2C(=O)O)cc1 (stereo not given)
→ 15	2	.	-1	-1.6	3	-2	1	-6	-12
- Cc1ccc(C(=O)NCc2ccccc2CN2CCCC2)cc1S(=O)(=O)N1CCOCC1
→ .	-15	8	2	-1.7	-4	15	-7	2	-12
- CCOn1c(=O)c(=O)n(OCc2ccccc2)c2ccccc21
→ -11	.	-1	1	0.1	2	.	-4	-7	-8
- O=C(O)CN(c1ccccc1F)S(=O)(=O)c1ccccc1
→ 14	26	-3	0	-0.5	-4	-26	5	2	-15
- COc1ccc(C(=O)c2coc3c2C(=O)C(=O)c2ccccc2-3)cc1
→ .	-14	1	3	2.0	1	14	-6	-3	-7
- CCc1ccc(C2c3[nH]c4ccccc4c3CCN2C(=O)c2cc(C)nn2C)cc1 (stereo not given)
→ -16	-11	2	-4	2.6	-2	11	-7	27	4
- CC(C)CN1CCN(C(=O)CCc2nnc(Cc3c[nH]c4ccccc34)o2)[C@@H](C)C1=O
→ 17	8	4	4	-0.3	-1	-8	5	-6	-13
- CCCCNC(=O)c1onc(CSc2ccccc2C)c1C(=O)O
→ -1	6	0	-2	-1.1	0	-6	7	-1	-10
- CCCCCC(=O)Nc1cccc(S(=O)(=O)NC2=NCCC2)c1
→ -9	6	-1	1	-0.9	0	-6	-3	-6	-15
- COc1cc(NC(=O)c2ccccc2-c2ccccc2)cc(OC)c1
→ 4	-33	-1	2	0.7	3	33	2	-1	-11
- COc1ccc(NC(=O)c2cc3c(=O)n(C)c4ccccc4c3s2)cc1OC
→ 16	-64	2	0	0.1	-3	64	5	-6	-3
- COc1ccc(C(=O)N2CCN(CCCc3ccccc3)CC2)cc1OC
→ 0	-5	1	5	1.6	-1	5	4	0	-10
- O=C(c1ccccc1)N1CCN(c2ccc([N+](=O)[O-])c(N3CCOCC3)c2)CC1
→ 1	-8	-10	-4	2.1	2	8	-8	10	-7
- COC(=O)C1=C(C)NC(C)=C(C(=O)OC)C1C(=O)OCc1nnc(-c2ccccc2Cl)o1
→ 2	-19	2	-3	-0.5	-1	19	-1	1	-11
- CC12CC(c3ccccc3O1)C(/C(N)=N/NC(=O)c1ccc(F)cc1)C(=O)N2 (stereo not given)
→ 8	-12	-9	-2	-1.4	1	12	-3	5	-5
- O=C1c2cc([N+](=O)[O-])ccc2-c2cc(Br)c(N=C(NO)C(F)(F)F)cc21
→ -15	-5	-7	-8	3.7	21*	5	-16	2	-39
- O=S(=O)(NC1CCN(S(=O)(=O)c2c(F)cccc2F)CC1)c1ccc2c(c1)OCCO2
→ -9	-1	0	-4	0.0	0	1	3	-8	-1
- CCOP(=O)(OCC)C1NC(=O)N(c2ccccc2)C1=O (stereo not given)
→ 0	2	1	-3	0.5	7	-2	4	-1	-1
- CCc1ccc(NC(=O)c2cnn(-c3ccccc3)c2C)cc1
→ 44	-24	.	-1	-1.7	3	24	-4	-2	1
- O=C(NC(Cc1ccccc1)C(=O)O)/C(=C/c1cccc(Br)c1)NC(=O)c1ccco1 (stereo not given)
→ -10	2	-1	-7	-3.8	-3	-2	-7	-3	-5
- CN(CC(=O)Nc1ccccc1Cl)C(=O)COC(=O)CSc1ccc(Cl)cc1
→ 1	-1	0	-4	-0.5	-1	1	-3	26	14
- CSc1nnc(-c2ccc(NC(N)=S)cc2)o1
→ .	-23	7	-1	1.0	2	23	-1	0	-16
- O=C(CSCc1ccccc1)NNC(=S)Nc1cccc(Cl)c1Cl
→ -5	7	-1	-1	1.6	1	-7	7	6	-12
- CS(=O)(=O)N(CC(=O)Nc1ccccc1C(=O)N1CCOCC1)c1ccc2c(c1)OCO2
→ 0	-1	.	8	-1.2	2	1	-8	.	0
- O=C(c1cc2ccccc2oc1=O)N(Cc1cccs1)Cc1cccs1
→ 17	11	.	6	2.8	1	-11	-2	7	-15
- O=C(NCc1ccco1)c1csc2c1CCCC2
→ 13	18	2	.	0.5	.	-18	5	2	-6
- CC(=O)Nc1ccc(C(=O)Nc2ccncc2)cc1
→ -7	0	-1	-3	0.1	2	0	-11	-7	-10
- COc1ccc(C)cc1NC(=O)c1cc2c(CO)cnc(C)c2oc1=N
→ 3	8	-3	3	-1.0	1	-8	-4	-4	-11
- CCOC(=O)c1nn(-c2ccccc2)c2nnc(Cc3ccc(Cl)cc3)c(=O)n12
→ -4	25	1	-3	-1.1	4	-25	-8	-15	-12
- CC1Cc2cc(S(=O)(=O)CCC(=O)NC3CCCCC3)ccc2N1C(=O)C1CC1 (stereo not given)
→ -7	7	0	-3	-1.3	-9	-7	-12	-9	6
- CC(CC(=O)Nc1cccc(F)c1)S(=O)(=O)c1ccc2c(c1)NC(=O)CO2 (stereo not given)
→ 5	35	-2	-1	-5.9	5	-35	-1	1	-11
- O=C(Cn1c(=O)oc2ccccc21)N1CCN(c2ccccc2)CC1
→ 0	10	.	-7	0.3	5	-10	-3	8	14
- Cc1ccc(C2CC(c3cccc(Br)c3)Nc3nnnn32)cc1 (stereo not given)
→ -12	-19	.	0	0.0	-9	19	1	17	-1
- CCOC(=O)CSc1nnnn1-c1cccc2ccccc12
→ -12	-9	1	-2	0.6	0	9	1	-7	4
- CC(=O)c1c[nH]c(C(=O)Nc2ccc(N3CCCCCC3)cc2)c1
→ -13	-4	-4	1	1.1	-2	4	-9	2	-10
- CCn1c(SCC(=O)Nc2nc(C)cs2)nnc1-c1cccnc1
→ -2	-6	.	-4	1.2	-4	6	-3	-10	-7
- Cn1nc(CC(=O)NC2CCCCC2)c2ccccc2c1=O
→ -4	16	.	-4	0.0	-2	-16	2	1	-5
- Cc1ccc(/C(N)=N/OC(=O)c2cc(-c3ccccc3)nc3ccccc23)cc1
→ .	-24	.	-1	-1.0	-2	24	1	1	-10

# Compound profiles, as listed above. Order of screens: MITF act, SR-BI DiI-HDL act, Wnt bcat act, cardiac RTF act, CDK5 inh, HTR5A ag, SR-BI HDL uptake, dFosB activator, Rtt109 HAT inh, PvdQ inh
# Entry for COc1ccc(C)cc1NC(=O)c1cc2c(CO)cnc(C)c2oc1=N → 3, 8, -3, 3, -1.0, 1, -8, -4, -4, -11
# Entry for O=C(NCc1ccco1)c1csc2c1CCCC2 → 13, 18, 2, ., 0.5, ., -18, 5, 2, -6
# Entry for CCOC(=O)CSc1nnnn1-c1cccc2ccccc12 → -12, -9, 1, -2, 0.6, 0, 9, 1, -7, 4

# Grouped by structure: those above with a nitro group on carbon.
# The line under a structure holds: MITF act	SR-BI DiI-HDL act	Wnt bcat act	cardiac RTF act	CDK5 inh	HTR5A ag	SR-BI HDL uptake	dFosB activator	Rtt109 HAT inh	PvdQ inh
- O=C(c1ccccc1)N1CCN(c2ccc([N+](=O)[O-])c(N3CCOCC3)c2)CC1
→ 1	-8	-10	-4	2.1	2	8	-8	10	-7
- O=C1c2cc([N+](=O)[O-])ccc2-c2cc(Br)c(N=C(NO)C(F)(F)F)cc21
→ -15	-5	-7	-8	3.7	21*	5	-16	2	-39

# (listing goes on)
# The line under a structure holds: MITF act	SR-BI DiI-HDL act	Wnt bcat act	cardiac RTF act	CDK5 inh	HTR5A ag	SR-BI HDL uptake	dFosB activator	Rtt109 HAT inh	PvdQ inh
- COc1nccnc1NS(=O)(=O)c1ccc(N=Cc2c(C)[nH]n(-c3ccc(C)c(C)c3)c2=O)cc1
→ 8	18	.	-1	-3.1	3	-18	0	.	-5
- CCOc1ccccc1NC(=O)[C@@H](NC(=O)c1ccccc1F)C(C)C
→ .	.	-2	-1	0.3	-3	.	0	0	-7
- CCCCCCN1CC(O)=C(c2ccccc2)C1=N
→ 0	16	.	0	-0.8	9	-16	3	1	-17
- Cc1ccc(-c2ccc(S(=O)(=O)N3CCN(C)CC3)cc2)cc1
→ -5	-3	9	-1	-1.4	-1	3	-4	1	-7
- O=C(c1cc(-c2cccs2)nc2ccccc12)N1CCN(CCO)CC1
→ 0	1	-1	3	-0.8	2	-1	-4	-3	-5
- COc1ccc(/C([O-])=C(/C(=S)Nc2ccc(C)c(C)c2)n2c[n+](C)c3ccccc32)cc1OC
→ -2	-35	3	-6	1.0	.	35	-6	2	12
- O=[N+]([O-])c1ccccc1/C=N/n1c(-c2cccnc2)n[nH]c1=S
→ 6	20	.	14	3.5	5	-20	1	.	12
- OCCC1CN(CCCc2ccccc2)CCN1Cc1ccc(F)cc1 (stereo not given)
→ .	24	-1	-2	1.7	5	-24	0	-2	9
- Cc1ccc(NC(=O)CNC(=O)c2ccco2)cc1Cl
→ .	-1	4	-2	-3.1	-3	1	-1	-5	-28
- Cc1ccc(NC(=O)c2ccc(COc3ccccc3)o2)nc1
→ 31	32	5	-2	2.4	2	-32	-17	5	-13
- CCOC(=O)c1[nH]c2ccccc2c1NC(=S)Nc1cccc(C)c1
→ .	-30	5	-1	0.2	0	30	-1	-12	8
- CC(NCCN(C)C)C(=O)C12CC3CC(CC(C3)C1)C2 (stereo not given)
→ 1	13	-3	8	-0.9	2	-13	-8	-7	-11
- C=CCn1c(SCC(=O)Nc2ccc3c(c2)OCO3)nnc1-c1cc(Br)ccc1O
→ -11	5	47*	1	-1.5	-2	-5	-8	10	-6
- CCOCCCNC(=O)c1ccc2c(=O)n(Cc3ccc4c(c3)OCO4)c(=S)[nH]c2c1
→ -2	19	13	4	-1.1	0	-19	-21	-7	-18
- COc1ccc(NC(=O)CSc2ccc(F)cc2)cc1S(=O)(=O)N1CCCCC1
→ 2	9	-2	-2	1.7	-1	-9	-16	0	-11
- COc1ccc(-n2cc(CN3CCC(OC)CC3)c(-c3cccc(F)c3)n2)cc1
→ 3	-18	3	0	0.9	3	18	-2	2	-16
- O=C(COc1ccc2c3c(c(=O)oc2c1)CCCC3)N1CCN(c2ccccc2)CC1
→ 5	-1	-1	-2	-2.6	3	1	-5	1	-13
